LYP inhibition = LYP phosphatase inhibitors, primary screen, biochemical, DiFMUP fluorescence, recombinant catalytic domain, 10 µM (AID 606); recombinant LYP catalytic domain, DiFMUP fluorescence; higher % means a stronger effect; one-dose inhibition, % at 10 µM; IC50 in µM for titrated hits; 52,000 tested, under 10 active;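 active means IC50 under 40 µM in the dose-response test; inactive means IC50 of 40 µM or more, or never dose-tested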
PMK inhibit = blocks S. pneumoniae phosphomevalonate kinase; purified PMK, PK/LDH-coupled NADH absorbance 340 nm; inhibition, % at 10 µM; 65,000 tested, 0.49% active;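 active means top-ranked compounds by inhibition in the single 10 µM screen, taking a fixed number of the strongest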;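 further: 0% = full reaction with DMSO carrier and 100% = background rate without enzyme reaction; no value below 0 was filed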
HPDE-C7 cytotoxicity = HPDE-C7 pancreatic duct cell viability loss – fluorescence, HTS (AID 430) | 63,000 tested, 1.8% active | cytotoxicity, % at 10 µM, or EC50 in µM where a hit was titrated | HPDE-C7 pancreatic duct cells viability, fluorescence; higher % means a stronger effect;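 further: cells exposed to compound for 48 hours before viability readout; 0% = vehicle and 100% = reference cytotoxic drug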
Spn DPM-DC inh = inhibitors of Streptococcus pneumoniae diphosphomevalonate decarboxylase; purified DPM-DC, PK/LDH coupled NADH fluorescence; 65,000 tested, 0.49% active; calls only at 10 µM;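 active means the 320 compounds with the highest percent inhibition in the single-dose primary screen, excluding strongly autofluorescent ones, cut at about 32% in these data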;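 further: kinetic rate of NADH fluorescence loss reporting ADP formed by the decarboxylase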
Bfl-1 inhibitors = displacement of Bid BH3 peptide from Bfl-1 – biochemical, fluorescence polarization, FITC-Bid, mouse, primary screen (AID 432). 64,000 tested, 0.02% active. one-dose displacement, % at 20 µM; IC50 in µM for titrated hits. FITC-Bid BH3 peptide fluorescence polarization displacement; higher % means a stronger effect; in the data active means a potency from the dose series; inactive means the rest, 99 in 100 with displacement below about 15%; further: strong numbers were not always called active
TNAP inhibition = human TNAP enzyme inhibitors, biochemical, luminescent (AID 518) | purified TNAP enzyme, luminescent substrate readout; higher % means a stronger effect | inhibition, % at 20 µM; hits with a dose series show IC50 in µM | 64,000 tested, 0.09% active; in the data active means a potency from the dose series; inactive means the rest, 99 in 100 with inhibition below about 22%;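 further: plate controls were vehicle for no effect and reference inhibitor for full effect; many of its hits are not listed in these tables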
MK inhibit = S. pneumoniae mevalonate kinase inhibition; purified MK, PK/LDH-coupled NADH absorbance 340 nm; inhibition, % at 10 µM; 65,000 tested, 0.48% active; AID 555;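 active means ranked among the strongest by inhibition in the single 10 µM screen, a fixed top-ranked set picked for dose follow-up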; further: no value below 0 was filed
HPDE-C7K KRASV12 = viability loss of HPDE-C7K cells – cell-based, fluorescence, HTS, primary screen (AID 431) | cytotoxicity, % at 10 µM, or EC50 in µM where a hit was titrated | HPDE-C7K KRASV12 cells, Alamar Blue viability, 48 h; higher % means a stronger effect | 63,000 tested, 1.7% active;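 active means compounds whose percent cytotoxicity in the single-dose primary screen, scaled between solvent and toxic-drug controls, exceeds 50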;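 further: 0% = DMSO solvent wells and 100% = doxorubicin-treated wells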
HT1080 viability = HT1080 cell viability loss – fluorescence readout (AID 620). HT1080 viability, fluorescence; higher % means a stronger effect. one-dose cytotoxicity, % at 10 µM; EC50 in µM for titrated hits. 87,000 tested, 0.42% active;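 further: cells exposed to compound overnight then 4 h with Alamar Blue; 0% = vehicle DMSO and 100% = killing control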
PMK inhibit pilot replicates = also measured in PMK inhibit; calls as there; inhibition, %; measured here: pilot screen replicates
MK inhibit pilot replicates = second read-out of MK inhibit, no call of its own (marks repeat the call); inhibition, %; measured here: pilot screen replicates
Spn DPM-DC inh pilot screen % = further read-out of Spn DPM-DC inh, marked with its call; inhibition, %; measured here: pilot screen trials
The depositor's hits bear a star; i = inactive; nt = no result given. Unless noted, no stated cut-off is given here; in the data, active means cytotoxicity above about 50%; inactive means the rest.

SMILES | LYP inhibition | PMK inhibit | HPDE-C7 cytotoxicity | Spn DPM-DC inh | Bfl-1 inhibitors | TNAP inhibition | MK inhibit | HPDE-C7K KRASV12 | HT1080 viability | others
CC1Oc2ccccc2N(CC(=O)NCC2CCCO2)C1=O (stereo not given) | nt | 6 | -3% | i | 2% | 9% | 6 | -10% | 3%
CCCNC(=O)N1CCN(S(=O)(=O)c2ccc(C)cc2)CC1 | 7% | 14 | nt | i | nt | nt | 0 | nt | 26%
COc1ccc(S(=O)(=O)Nc2cc(C)on2)cc1OC | 11% | 8 | 8% | i | -4% | 6% | 8 | 5% | 4% | PMK inhibit pilot replicates=3.0;MK inhibit pilot replicates=1.5;Spn DPM-DC inh pilot screen %=4.5
O=S(=O)(c1ccccc1)N1CCN(c2nnnn2-c2ccccc2)CC1 | 0% | 0 | -10% | i | 0% | 10% | 3 | -10% | 3%
CCCCn1c(C(C)NC(=O)CC)nc2ccccc21 (stereo not given) | -3% | 4 | -1% | i | 0% | 3% | 7 | 1% | 7%
Cc1cccc(Nc2nc3c(c(=O)n(C)c(=O)n3C)n2CC(O)CO)c1 (stereo not given) | 6% | 18 | -6% | i | -4% | 6% | 4 | 1% | -1%
O=C(Nc1nccs1)c1ccc(S(=O)(=O)NCc2cccs2)cc1 | nt | 12 | 7% | i | -3% | -1% | 4 | 10% | -8%
CCCOc1ccc(N2C(=O)CC(SCCN)C2=O)cc1 (stereo not given) | 18% | 12 | -3% | i | 6% | 17% | 6 | 14% | -2% | PMK inhibit pilot replicates=3.5;MK inhibit pilot replicates=0.0;Spn DPM-DC inh pilot screen %=3.0
CCOC(=O)c1ccc(NS(=O)(=O)c2ccc3c(c2)CCCN3C(C)=O)cc1 | 17% | 7 | -6% | i | -8% | 12% | 17 | -3% | -7% | PMK inhibit pilot replicates=3.5;MK inhibit pilot replicates=0.0;Spn DPM-DC inh pilot screen %=1.0
c1ccc2c(Oc3ccc4c(c3)OCO4)nncc2c1 | 2% | 8 | -1% | i | 3% | 6% | 7 | 0% | -8%
COc1cccc(OC)c1C(=O)n1nc(C)cc1C | 12% | 6 | -3% | i | 1% | 6% | 6 | -2% | 7% | PMK inhibit pilot replicates=0.5;MK inhibit pilot replicates=0.0;Spn DPM-DC inh pilot screen %=1.5
CCCCOC(=O)C1=C(C)NC2(O)c3ccccc3C(=O)C12O (stereo not given) | 11% | 10 | -14% | i | 8% | -1% | 5 | -16% | 12%
CCCCn1nnnc1SCC(=O)Nc1ccc(F)cc1 | -6% | 13 | 0% | i | 4% | 0% | 4 | 1% | -3%
Fc1ccc(NCc2cccnc2)cc1 | 6% | 9 | -7% | i | -2% | 3% | 10 | -1% | 3%
C1=C(c2cccc3ccccc23)N2CCN=C2S1 | -1% | 11 | 2% | i | -34% | -5% | 1 | 8% | 7%
COc1ccccc1N1CCN(C(=O)c2ccoc2C)CC1 | nt | 15 | 1% | i | -9% | 10% | 11 | -1% | -1%
O=c1cc(N2CCN(c3ccccc3)CC2)[nH]c(=O)n1-c1ccccc1Cl | 2% | 6 | -2% | i | -8% | 6% | 13 | -5% | -7%
CCN(CC)c1ccc(CN(C(=O)c2cc(OC)c(OC)c(OC)c2)C2CCS(=O)(=O)C2)cc1 (stereo not given) | 10% | 10 | -17% | i | -6% | 5% | 5 | -8% | -12%
O=C(Nc1ccc(Cl)cn1)c1cc(S(=O)(=O)N2CCCCC2)ccc1Cl | 3% | 0 | -2% | i | 7% | 3% | 7 | -3% | -2%
Cc1ccc2c(c1)N(CC(=O)NC1CCCc3ccccc31)C(=O)CO2 (stereo not given) | -4% | 11 | 3% | i | -3% | 0% | 6 | 3% | 0%
CCOc1ccc(OCC)c(NS(=O)(=O)c2ccc3c(c2)n(C)c(=O)c(=O)n3C)c1 | 1% | 5 | 4% | i | -3% | 0% | 3 | 3% | -17% | PMK inhibit pilot replicates=1.5;MK inhibit pilot replicates=5.0;Spn DPM-DC inh pilot screen %=5.0
COC(=O)C1=C(C(C)=O)C(c2ccc(C(=O)OC)cc2)n2nnnc2N1 (stereo not given) | -1% | 18 | -11% | i | 1% | 7% | 4 | 0% | nt
CN(C)c1ccc(C(=O)C(O)c2ccc(C(C)(C)C)cc2)cc1 (stereo not given) | nt | 2 | -9% | i | -3% | 4% | 8 | 8% | 9%
COc1cccc(NC(=O)CN(C)S(=O)(=O)c2ccc(C)cc2)c1 | 11% | 7 | -3% | i | -3% | 10% | 12 | 0% | 3%

A stretch taken from the entries so far, as a working copy:
SMILES | LYP inhibition | PMK inhibit | HPDE-C7 cytotoxicity | Spn DPM-DC inh | Bfl-1 inhibitors | TNAP inhibition | MK inhibit | HPDE-C7K KRASV12 | HT1080 viability | others
Fc1ccc(NCc2cccnc2)cc1 | 6% | 9 | -7% | i | -2% | 3% | 10 | -1% | 3%
C1=C(c2cccc3ccccc23)N2CCN=C2S1 | -1% | 11 | 2% | i | -34% | -5% | 1 | 8% | 7%
COc1ccccc1N1CCN(C(=O)c2ccoc2C)CC1 | nt | 15 | 1% | i | -9% | 10% | 11 | -1% | -1%

Remaining list, next part.
SMILES | LYP inhibition | PMK inhibit | HPDE-C7 cytotoxicity | Spn DPM-DC inh | Bfl-1 inhibitors | TNAP inhibition | MK inhibit | HPDE-C7K KRASV12 | HT1080 viability | others
COc1ccc2c(C)cc(SCC(=O)N3CCOCC3)nc2c1 | 9% | 13 | 21% | i | -5% | -2% | 0 | 24% | 11%
COc1ccc(S(=O)(=O)N2CCN(c3c(C)cccc3C)CC2)cc1OC | -3% | 0 | 6% | i | 13% | 3% | 5 | 7% | 4%
Cc1c(CCC#N)c(N2CCN(C3CCCCC3)CC2)n2c(nc3ccccc32)c1C#N | 5% | 5 | -9% | i | -10% | 15% | 10 | 0% | 10% | PMK inhibit pilot replicates=2.5;MK inhibit pilot replicates=0.0;Spn DPM-DC inh pilot screen %=3.0
Cn1cccc1Cc1nnc(SCC(=O)NCc2ccco2)n1-c1ccc(F)cc1 | -23% | 12 | -10% | i | -9% | 12% | 4 | -7% | -7%
O=C(CSc1nnc(CCCO)n1-c1ccccc1)NCCc1ccccc1 | 7% | 5 | -2% | i | 0% | 5% | 6 | 0% | 7%
COc1ccc(CC2S/C(=C(\C#N)C(=O)NCc3ccco3)N(c3ccc(C)cc3)C2=O)cc1 (stereo not given) | 6% | 16 | -5% | i | -4% | 13% | 8 | 6% | 3%
CCN(CC)CCNC(=O)CCCNC(=O)Cn1cnc2sc(C)c(C)c2c1=O | -13% | 8 | -6% | i | -10% | 8% | 7 | -2% | -1%
Cn1c(SCC(=O)NCc2cccs2)nnc1-c1ccc(S(=O)(=O)N2CCCC2)cc1 | 4% | 13 | -29% | i | 4% | 9% | 0 | -13% | -1%
Cn1c(=O)oc2cc(S(=O)(=O)NCCN3CCc4ccccc4C3)ccc21 | 7% | 3 | -1% | i | -2% | 16% | 6 | 1% | -2%
COc1ccccc1-n1cc(C(=O)NCC(=O)N2CCN(c3ccccc3)CC2)c2ccccc2c1=O | 6% | 2 | nt | i | -4% | 7% | 4 | nt | -2%
O=C(Cn1cnc2c(oc3ccccc32)c1=O)NCCc1ccccc1 | nt | 0 | nt | i | nt | nt | 1 | nt | -1%
COc1cccc(-n2c(SCC(N)=O)nc3c([nH]c4ccccc43)c2=O)c1 | 14% | 0 | -1% | i | 1% | 10% | 10 | -2% | 12%
CC1(C)CC(=O)C2=C(C1)N(Cc1ccco1)C(=O)NC2(C(F)(F)F)C(F)(F)F | -3% | 2 | -1% | i | 0% | 7% | 1 | 4% | nt
COC(=O)c1nc2n(n1)C(c1cc(OC)ccc1OC)C(C(=O)OC1CCCCC1)=C(C)N2 (stereo not given) | nt | 2 | -14% | i | -8% | 8% | 12 | 0% | -9%
O=C(NCC(c1cccnc1)N1CCN(c2ccc(F)cc2)CC1)c1ccc2c(c1)OCO2 (stereo not given) | nt | 11 | 13% | i | -5% | 4% | 0 | 14% | nt
C=CCn1c(NCCO)nc2c1c(=O)n(C)c(=O)n2C | 1% | 12 | -3% | i | -9% | 6% | 5 | -5% | -5%
O=C(Nc1ccc(OC(=O)c2ccco2)cc1)c1ccco1 | -2% | 4 | -11% | i | -8% | 15% | 3 | 0% | 2% | PMK inhibit pilot replicates=0.0;MK inhibit pilot replicates=0.0;Spn DPM-DC inh pilot screen %=3.0
CCc1c(C(=O)NCc2cnn(C)c2)csc1C | 7% | 12 | -3% | i | 4% | 7% | 1 | -11% | -3%
COc1ccccc1CNC(=O)C1CCN(S(=O)(=O)N2CCCCC2)CC1 | 11% | 24 | 18% | i | -4% | 18% | 3 | 22% | 44% | PMK inhibit pilot replicates=3.5;MK inhibit pilot replicates=1.0;Spn DPM-DC inh pilot screen %=0.5
C=CCNC(=O)c1ccc(C)c(Br)c1 | 12% | 5 | -1% | i | -3% | 16% | 9 | -7% | -4%
Cc1n[nH]c(C)c1N1C(=O)c2cccc3c(N4CCCCCC4)ccc(c23)C1=O | -7% | 32* | 17% | i | 81% | 32% | 5 | 32% | nt
CCOC(=O)c1ccc(CNC(=O)Cn2nnc(-c3ccc(C)cc3)n2)o1 | 3% | 10 | -21% | i | -2% | 4% | 0 | -10% | 2%
COc1ccc(-n2nc3c(c2NC(=O)c2cc(Br)ccc2Cl)CS(=O)C3)cc1 (stereo not given) | 6% | 5 | -8% | i | -7% | 2% | 11 | -16% | -5%
COCCN1C(=O)c2ccccc2C(C(=O)NCc2ccco2)C1c1c[nH]c2ccccc12 (stereo not given) | nt | 13 | -2% | i | 0% | -3% | 0 | -3% | 10%
CC(C)(C)c1cc(NC(=O)COC(=O)C2CC2)n(-c2ccccc2)n1 | -2% | 9 | -3% | i | -5% | 6% | 0 | 11% | 10%
CC(C)(C)OC(=O)N1CCNc2ccccc2C1 | -2% | 14 | -11% | i | -4% | 3% | 7 | 1% | -6%
Cc1ccc(C(=O)Nc2c(C(=O)NCc3ccco3)cnn2-c2ccccc2)cc1 | 12% | 17 | -3% | i | 9% | 8% | 0 | -5% | 3%
Cc1ccc2c(c1)NC(=O)C(CC(=O)NCCCN1CCN(c3cc(Cl)ccc3C)CC1)O2 (stereo not given) | -1% | 0 | 27% | i | -2% | 12% | 7 | 32% | 3% | PMK inhibit pilot replicates=0.0;MK inhibit pilot replicates=3.0;Spn DPM-DC inh pilot screen %=0.0
CC1(C)NC(=O)N(c2ccccc2Cl)C1(C)NO (stereo not given) | nt | 6 | -1% | i | -2% | 9% | 9 | -1% | -4%
CCOc1ccccc1NS(=O)(=O)c1c(C)noc1C | -1% | 7 | -4% | i | -1% | 6% | 0 | 1% | 28% | PMK inhibit pilot replicates=1.0;MK inhibit pilot replicates=11;Spn DPM-DC inh pilot screen %=4.5
O=c1cc[nH]c2cccc(Cc3ccccc3)c12 | 7% | 2 | -8% | i | 0% | 11% | 11 | -7% | -1%
O=C(Cc1c(O)c2ccccc2[nH]c1=O)OC1CCCCC1 | 13% | 1 | 9% | i | 1% | 3% | 1 | 7% | 2%

High-throughput results as filed in PubChem.
